PDI turbidity = inhibitors of human PDI, primary screen, biochemical, turbidity, single point, plate reader | Protein disulfide-isomerase (Homo sapiens), P07237 | PDI insulin aggregation turbidity, A650, 90 min | inhibition, % at 10 µM | 350,000 tested, 0.052% active | AID 588391, 2011;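 active = mean inhibition across replicates of 30% or more, whatever share of single replicates reach that level; inconclusive = mean inhibition below 30% while every single replicate reaches 30%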;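 also: absorbance from insulin aggregation driven by PDI reduction with DTT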
Target sequence (P07237 whole entry, looked up): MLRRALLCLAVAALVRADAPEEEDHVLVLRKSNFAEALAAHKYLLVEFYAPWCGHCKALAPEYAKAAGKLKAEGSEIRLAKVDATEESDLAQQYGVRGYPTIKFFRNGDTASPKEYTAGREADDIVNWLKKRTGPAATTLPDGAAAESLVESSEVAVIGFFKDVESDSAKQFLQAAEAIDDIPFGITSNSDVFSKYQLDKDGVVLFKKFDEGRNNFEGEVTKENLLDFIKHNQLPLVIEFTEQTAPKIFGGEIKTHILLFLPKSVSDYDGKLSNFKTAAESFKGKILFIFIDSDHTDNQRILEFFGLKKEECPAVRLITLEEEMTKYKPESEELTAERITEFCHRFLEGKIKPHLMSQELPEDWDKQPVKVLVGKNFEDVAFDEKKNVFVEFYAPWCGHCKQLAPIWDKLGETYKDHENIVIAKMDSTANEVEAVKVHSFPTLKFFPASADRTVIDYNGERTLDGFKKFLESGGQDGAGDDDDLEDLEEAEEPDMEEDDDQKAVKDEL
CaV13 FRET inh = Primary screen for inhibitors of IQ motif and Ca2+-dependent inactivation inhibitor domain binding in CACNA1D, Förster resonance energy transfer in living cells, … | 340,000 tested, 0.098% active | HEK cells, CFP/YFP FRET ICDI-IQ, plate reader, 10 min; percent FRET-ratio fall versus neutral wells | inhibition, % at 12.3 µM;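 active = mean replicate inhibition of at least 30% and at least 1% of replicates passing that level; inconclusive = only one of the two criteria is met; inactive = neither criterion is met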;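 also: 0% = median of the neutral control wells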
MC4R ag barr = MC4R agonists recruiting beta-arrestin, primary screen, cell-based, luminescence, agonist arm of biased-ligand search | Melanocortin receptor 4 (Homo sapiens), P32245 | U2OS MC4R beta-arrestin complementation; percent of melanotan II response, DMSO zero | activation, % at 8.9 µM | 360,000 tested, 0.98% active;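 active = activation above a per-plate cutoff, the mean activation of sample wells on that plate plus 3 SD, cut at about 8% in these data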
Target sequence (P32245 whole entry, looked up): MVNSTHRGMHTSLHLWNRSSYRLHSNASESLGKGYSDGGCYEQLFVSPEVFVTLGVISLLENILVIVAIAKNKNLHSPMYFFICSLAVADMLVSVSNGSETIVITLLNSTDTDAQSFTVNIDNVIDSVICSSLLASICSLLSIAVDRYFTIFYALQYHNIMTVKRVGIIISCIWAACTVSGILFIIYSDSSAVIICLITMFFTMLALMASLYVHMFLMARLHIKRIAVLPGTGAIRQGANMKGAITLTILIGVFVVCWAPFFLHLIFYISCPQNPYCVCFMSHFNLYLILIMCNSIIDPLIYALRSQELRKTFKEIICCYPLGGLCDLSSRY
ABCB6 inh 2 = ABCB6 transporter inhibitors, primary screen, K562-ABCB6 cells, flow cytometry, MLPCN library | K562-ABCB6 porphyrin accumulation, 1 h; stronger effect = lower value | 360,000 tested, 0.19% active | AID 602162, 2011 | fluorescence ratio to DMSO, % at 10 µM;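 active = fluorescence ratio to DMSO below 75%, the collection mean minus 3 SD; inconclusive = too few cells collected in the well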;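 also: signal is porphyrin accumulated inside mitochondria; 100% equals median channel fluorescence of DMSO control wells; lower ratio means ABCB6 inhibition with less porphyrin fluorescence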
Glyco luc inh = increase of ERlucT glycosylation luciferase signal, primary screen, N-linked glycosylation inhibitor project, D54 ERlucT cells, luminescence, set 2. D54 ERlucT glycosylation luciferase reporter, 24 h; percent of 100 nM tunicamycin response. reporter increase, % at 12.5 µM. 360,000 tested, 0.23% active. AID 588692, 2011;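 active = mean luciferase reporter signal, scaled so untreated is 0 and the glycosylation-blocking control 100, at or above a set limit in every replicate; inconclusive = mean reaches the limit but not every replicate does; inactive = mean below the limit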;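 also: luciferase carries N-glycosylation sites so blocking glycosylation raises the light; 0% = median of neutral control wells and 100% = median of 100 nM tunicamycin wells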
H9c2 protect = cardioprotection against H2O2-induced cell death, primary screen, uHTS, H9c2 cells, ATPLite luminescence; H9c2 cardiomyocytes, H2O2 injury protection, 2 h; protection from H2O2 cell death, % at 20 µM; 360,000 tested, 0.63% active;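 active = compounds giving at least 50% protection of heart cells from peroxide-induced death in the single-dose screen, raw or plate-pattern-corrected value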;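 also: 0% = DMSO wells with peroxide and 100% = DMSO wells without peroxide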
MC4R antag cAMP = MC4R antagonists of cAMP signaling, primary screen, cell-based, TR-FRET, antagonist arm of biased-ligand search | MC4R-expressing cells, MTII-stimulated cAMP, LANCE TR-FRET | 360,000 tested, 0.48% active | Melanocortin receptor 4 (Homo sapiens), P32245 | inhibition, % at 6.5 µM;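 active = inhibition above its plate's cutoff, the mean of tested wells on that plate plus 3 SD, cut at about 29% in these data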;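 also: 0% = Melanotan II alone and 100% = Melanotan II plus saturating MCL0020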
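Material: human MC4R-expressing U2OS cells. Probe or stimulus: Melanotan II challenge. Dosing: 6.5 µM single dose. Times: 30-min compound, 1-h challenge, 1-h detection, room temperature. Technique: TR-FRET with Eu-cAMP and labeled anti-cAMP, 671 nm. Replication: singlicate.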
Granule exo inh = LAMP-1 surface exposure blockers, TALL-104 cells – cell-based, flow cytometry, MLPCN library, primary screen. inhibition, % at 10 µM. 360,000 tested, 0.66% active. AID 651702, 2012. TALL-104 LAMP-1 surface exposure; cells stimulated with thapsigargin and PMA;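 active = inhibition above about 55%, limit read from the data; inconclusive = no clear call, values can overlap the other calls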
ABHD5-PLIN5 inh = ABHD5-PLIN5 interaction inhibitors, primary screen, cell lysate, split luciferase complementation, luminescence; Perilipin-5 (Homo sapiens) + 1-acylglycerol-3-phosphate O-acyltransferase ABHD5 (Homo …; Split G. princeps luciferase complementation, 4 h; inhibition, % at 4 µM; 360,000 tested, 0.78% active; AID 602281, 2012;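 active = inhibition above the mean inhibition across every tested compound plus 3 SD, cut at about 22% in these data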;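 also: 0% = DMSO only wells and the 100% control is not disclosed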
HTR2A ag = mouse Htr2a agonists via beta-arrestin recruitment, primary screen, cell-based, luminescence. 5-hydroxytryptamine receptor 2A (Mus musculus), P35363. CHO-K1 mHTR2A beta-arrestin complementation; percent of 30 µM serotonin response. activation, % at 7.6 µM. 360,000 tested, 0.66% active. AID 624169, 2012;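 active = activation above a run cutoff, the mean activation of all tested compounds plus 3 SD, cut at about 14% in these data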;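 also: 0% = plate median of compound wells and 100% = 30 µM serotonin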
Numbers without * were called inactive; ? = inconclusive; . = no result given.

SMILES	PDI turbidity	CaV13 FRET inh	MC4R ag barr	ABCB6 inh 2	Glyco luc inh	H9c2 protect	MC4R antag cAMP	Granule exo inh	ABHD5-PLIN5 inh	HTR2A ag
O=C(COc1cccc(Br)c1)N/N=C/c1ccc2c(c1)OCCO2	-6	-5	0.6	94	2	1	0	-13	-5	0
COc1ccccc1OCCCCN1CCCCC1	6	-20	0.1	100	3	5	3	-4	5	0
O=C(N/N=C/c1cc2c(cc1Cl)OCO2)c1ccccn1	-13	-8	1.7	98	-4	-14	-7	2	1	6
COc1cccc(C(=O)OC2CCCN(C)C2)c1 (centres undefined)	-2	.	-0.8	105	-1	-2	0	-1	-5	-5
Cc1cc(C)nc(NS(=O)(=O)c2ccc(NC(=S)NC(=O)C(C)C)cc2)n1	-8	.	-1.9	83	0	10	3	0	-3	0
C[C@H](CO)N1C[C@H](C)[C@@H](CN(C)Cc2ccc3cccnc3c2)OCc2cnnn2CCCC1=O	3	-3	2.1	103	2	2	-1	2	-7	6
COCC(C)n1c(C)cc(C(=O)COC(=O)c2nn(C)c(=O)c3ccccc23)c1C (centres undefined)	-5	-6	0.1	99	1	-3	7	-1	-7	7
CCOC(=O)C1CCCN(C(=O)COc2ccc(C(C)(C)C)cc2)CC1 (centres undefined)	-9	-11	1.5	96	1	-7	-4	20	-2	6
COc1cccc(C(=O)NCC(=O)N2CCC(C)CC2)c1	6	-6	-0.9	98	-1	-9	-2	-1	2	-1
O=C(NCc1ccco1)c1ccc(CS(=O)Cc2cccc(Cl)c2)o1 (centres undefined)	5	-2	-0.3	91	0	-3	-1	-4	13	2
Cc1ccc(NC(=O)Cc2ncc(C(F)(F)F)cc2Cl)cc1Cl	-6	-2	5.7	98	0	-12	7	-2	-11	-5
CC(C)c1[nH]nc2c1C1(CCN(Cc3ccccc3)CC1)C(C#N)=C(N)O2	-5	-7	-0.6	100	-1	31	5	1	4	31*
N/C(=N\OC(=O)c1ccc(Cl)cc1[N+](=O)[O-])c1ccccn1	5	-3	3.2	99	-5	-4	-1	15	8	10
O=C(c1cc2ccc([N+](=O)[O-])cc2oc1=O)N1CCOCC1	1	-5	-2.5	99	1	8	16	0	0	-2
O=C(O)c1cc(Sc2ccc(Br)cc2)nc2ccccc12	2	-7	-1.0	101	1	-4	9	-2	-3	-3
O=S(=O)(NCC1CCCO1)c1ccc(S(=O)(=O)N(Cc2ccc(F)cc2)Cc2ccco2)cc1 (centres undefined)	5	-19	2.5	105	-4	-2	5	-4	-3	-3
CN(C(=O)c1cccc(NC(=O)Cc2ccc(NC(=O)C3CCCN(C(=O)C4CCC4)C3)cc2)c1)C1CCCCC1 (centres undefined)	-5	-5	0.7	94	-1	-3	2	-2	-8	0
CCN(CC)C(=O)c1cccc(-c2csc(C(O)c3ccco3)n2)c1 (centres undefined)	2	-6	0.7	98	-4	6	1	1	11	4
COc1ccc(CCC(=O)Nc2c(C)n(C)n(-c3ccccc3)c2=O)cc1	-3	-6	-1.7	75	-1	12	2	2	-4	10
O=C(CN(C(=O)CCC(=O)Nc1nccs1)c1ccc(F)cc1)NCc1ccc(F)cc1	-9	-4	-0.9	95	4	2	10	-4	-4	5
O=S1(=O)NC2CCCCCN2c2ccc(F)cc21 (centres undefined)	-2	.	-1.1	100	1	26	4	-2	1	-6
Cc1cc(C(=O)CSc2nc(N)cc(=O)[nH]2)c(C)n1CCc1ccc(F)cc1	3	.	1.2	103	-4	-26	2	-2	0	-7
Cc1ccc(S(=O)(=O)N2CC(O)CC2C(=O)OCc2nc3sc(C)c(C)c3c(=O)[nH]2)cc1 (centres undefined)	0	-4	-3.0	97	3	26	3	-4	-3	4
CN1CCCN(C(=O)c2c(F)cccc2Cl)CC1	3	-21	-3.0	99	-3	6	-1	-3	-1	-1
CCCCn1c(N)c(N(CCOC)C(=O)C2CCN(S(=O)(=O)c3ccccc3)CC2)c(=O)[nH]c1=O	3	-6	-3.7	100	0	2	2	-3	-4	-2
Continued:
SMILES	PDI turbidity	CaV13 FRET inh	MC4R ag barr	ABCB6 inh 2	Glyco luc inh	H9c2 protect	MC4R antag cAMP	Granule exo inh	ABHD5-PLIN5 inh	HTR2A ag
Oc1ccc(Br)cc1-c1cc(-c2ccccc2)n[nH]1	-4	.	3.4	92	-1	-18	9	0	-17	-3
Cc1nc2ccc(NC(=O)CCS(=O)(=O)c3ccccc3)cc2s1	-7	-19	-1.9	100	-1	-1	-4	?	-2	-1
CC1CCC2(CC1)NC(=O)N(NC(=O)CSc1nnc(NC3CC3)s1)C2=O (centres undefined)	-33	-6	-3.3	94	0	1	3	-13	-4	3
O=C(COC(=O)c1cccc(C(=O)OCC(=O)NC2CCCCC2)n1)NC1CCCCC1	-12	-4	1.1	103	0	-17	-2	2	-6	-4
CCN(CC)C(=O)C1CCN(S(=O)(=O)c2c(C)noc2/C=C/c2cccc(C)c2)CC1	.	1	0.5	101	-2	-8	6	0	0	-3
CN=C1S/C(=C\c2c(OC)cc(OC)cc2OC)C(=O)N1C	8	-4	7.8	95	6	7	-15	-3	6	8
COC(=O)c1ccc(C2Nc3ccc(/C(C)=N/NC(=O)C(OC)c4ccccc4)cc3C3C=CCC32)cc1 (centres undefined)	2	-8	-0.7	93	-2	31	4	-7	1	1
COC(=O)CCCCC1SCC2NC(=O)NC21 (centres undefined)	2	-6	-2.1	99	3	-2	-1	-1	-1	3
O=C(NCCNC(=O)c1cc(Cl)ccc1Cl)c1ccccn1	-3	-19	-0.3	99	1	-1	-3	-7	3	0
O=C(NNc1c([N+](=O)[O-])cc(C(F)(F)F)cc1[N+](=O)[O-])c1ccco1	-6	.	-4.0	98	-5	-16	4	-1	-1	-8
Cc1ccnc(NC(=O)CCC(=O)N(CC(=O)NCc2ccccc2)c2ccc3c(c2)OCO3)c1	-6	-1	1.7	95	1	11	10	1	7	0
COc1cccc(-n2c(N)cc(=O)nc2SCC(=O)Nc2cc(C)on2)c1	13	-6	-2.0	105	1	2	17	2	9	0
COc1ccc(-c2cc(C(F)(F)F)nc(SCCC(=O)N3CCCC3)n2)cc1	-4	-3	0.3	97	-2	6	3	2	-2	-2
Cn1c(Cn2c(=O)sc3ccccc32)nnc1SCC(=O)NC1CCCCC1	.	.	1.0	102	1	1	2	11	5	6
O=C(Cn1c(NCCCO)nc2ccccc21)c1ccc(F)cc1	-5	-3	-1.4	100	-1	7	-2	-3	0	0
Cc1ccc(S(=O)(=O)NCCCNC(=O)N2CCOCC2)cc1	2	-4	2.0	101	1	-2	3	2	1	3
CCOC(=O)N1CCN(C(=O)c2ccc3c(=O)n(Cc4ccc(Cl)cc4)c(=S)[nH]c3c2)CC1	-6	-10	-2.5	94	4	-12	19	-2	-7	-2
COc1ccc(S(=O)(=O)N2CCC(C(=O)N3CCN(C)CC3)CC2)cc1OC	-4	-18	-2.6	100	1	0	7	-6	-4	-2
CCCCN(C(=O)c1ccc2c(c1)S(=O)(=O)N=C1CCCCCN12)c1c(N)n(CC(C)C)c(=O)[nH]c1=O	5	-6	-1.0	94	4	2	-4	-5	-2	8
CC1CN=C(NC(=O)c2cccc([N+](=O)[O-])c2)S1 (centres undefined)	11	-20	-0.6	94	-8	-9	6	4	-6	3
CN1C(=O)NC(c2ccccc2)C2=C1CN(Cc1ccco1)C2=O (centres undefined)	8	-5	0.3	106	0	5	4	-2	22	6
C/C(=N/OC(=O)c1c(-c2c(Cl)cccc2Cl)noc1C)c1cnccn1	-5	2	0.7	102	1	2	6	-1	-2	2
COc1cccc(COC(=O)c2sc3nc4n(c(=O)c3c2C)CCC4)c1OC	0	-13	-0.9	96	-2	-2	10	-5	7	5
CCCc1nc2ccccc2c(=O)n1NC(=O)c1c(O)c2ccccc2n(C)c1=O	-5	3	2.0	95	0	-14	3	-3	4	5
O=C(CCl)N=c1sccn1Cc1ccc(Cl)cc1Cl	6	-5	12*	86	9	-22	21	19	5	-1
Clc1ccc(Nc2ncn[nH]2)cc1	-1	.	1.8	95	2	6	13	-1	-8	3

A second format for 11 compounds above:
Second line of a record: PDI turbidity, CaV13 FRET inh, MC4R ag barr, ABCB6 inh 2, Glyco luc inh, H9c2 protect, MC4R antag cAMP, Granule exo inh, ABHD5-PLIN5 inh, HTR2A ag
- O=C(COc1cccc(Br)c1)N/N=C/c1ccc2c(c1)OCCO2
  -6, -5, 0.6, 94, 2, 1, 0, -13, -5, 0
- COc1ccccc1OCCCCN1CCCCC1
  6, -20, 0.1, 100, 3, 5, 3, -4, 5, 0
- O=C(N/N=C/c1cc2c(cc1Cl)OCO2)c1ccccn1
  -13, -8, 1.7, 98, -4, -14, -7, 2, 1, 6
- COc1cccc(C(=O)OC2CCCN(C)C2)c1 (centres undefined)
  -2, ., -0.8, 105, -1, -2, 0, -1, -5, -5
- Cc1cc(C)nc(NS(=O)(=O)c2ccc(NC(=S)NC(=O)C(C)C)cc2)n1
  -8, ., -1.9, 83, 0, 10, 3, 0, -3, 0
- C[C@H](CO)N1C[C@H](C)[C@@H](CN(C)Cc2ccc3cccnc3c2)OCc2cnnn2CCCC1=O
  3, -3, 2.1, 103, 2, 2, -1, 2, -7, 6
- COCC(C)n1c(C)cc(C(=O)COC(=O)c2nn(C)c(=O)c3ccccc23)c1C (centres undefined)
  -5, -6, 0.1, 99, 1, -3, 7, -1, -7, 7
- CCOC(=O)C1CCCN(C(=O)COc2ccc(C(C)(C)C)cc2)CC1 (centres undefined)
  -9, -11, 1.5, 96, 1, -7, -4, 20, -2, 6
- COc1cccc(C(=O)NCC(=O)N2CCC(C)CC2)c1
  6, -6, -0.9, 98, -1, -9, -2, -1, 2, -1
- O=C(NCc1ccco1)c1ccc(CS(=O)Cc2cccc(Cl)c2)o1 (centres undefined)
  5, -2, -0.3, 91, 0, -3, -1, -4, 13, 2
- Cc1ccc(NC(=O)Cc2ncc(C(F)(F)F)cc2Cl)cc1Cl
  -6, -2, 5.7, 98, 0, -12, 7, -2, -11, -5
